# EWS-Fli block – inhibitors of EWS/Fli oncoprotein transcriptional activity | A673 NR0B1-luciferase reporter, viability-normalised | inhibition, % at 12.6 µM | 0.67% of 350,000 active;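 active = mean inhibition of at least 50% after viability correction, with every replicate also passing that limit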;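 also: firefly luciferase signal divided by Alamar Blue viability fluorescence both relative to DMSO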
# FN deposit inh – fibronectin deposition inhibition; 0.086% of 350,000 active; inhibition, % at 12.6 µM; AH1F fibroblasts, Alexa488-fibronectin deposition fluorescence, overnight;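 active = mean inhibition across replicates of 30% or more, regardless of how many single replicates reach that level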;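 also: positive control wells lacked labelled fibronectin entirely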
#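 Assay system: AH1F fibroblast monolayer, labelled fibronectin deposition. Amount: 10000 cells per well. Also added: labelled fibronectin 24 nM. Compound: single-point pinned compound. Incubation: cell attachment 1 h, compound and FN exposure overnight. Detection: fluorescence after three HBSS washes, excitation 485 nm, emission 525 nm. Read-out: inhibition of fibronectin deposition signal.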
# S100A4 MyoIIA – blocks human S100A4 binding to myosin IIA peptide; AID 652163; inhibition, % at 10.7 µM; 0.14% of 360,000 active; P26447; S100A4/TAMRA-MyoIIA peptide fluorescence polarization;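 active = mean inhibition of at least 70% across replicates, with every replicate also reaching that level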
# Target sequence (P26447 whole entry, looked up): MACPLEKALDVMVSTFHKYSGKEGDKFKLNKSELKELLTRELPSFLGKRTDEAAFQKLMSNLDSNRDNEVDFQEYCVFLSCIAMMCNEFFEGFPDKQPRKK
#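 Test system – S100A4 monomer (human) · Compound – single-point compound testing · Schedule – 5 min incubation before reading · Probe or stimulus – TAMRA-labelled myosin IIA heavy-chain peptide probe, 5 nM · Benchmarks – neutral control DMSO, positive control TFP · Medium – Calcium-containing HEPES buffer, pH 7.2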
# PAX8 inh HTS – lowers PAX8-driven luciferase in RMG-I cells; RMG-I TPO-luciferase reporter, SteadyGlo, 24 h; inhibition, % at 12.6 µM; 1.2% of 360,000 active;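 active = mean replicate inhibition at least 60% with every replicate also reaching 60%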;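 also: luciferase light reporting Pax8 driven TPO promoter activity; plate controls were median of neutral control wells for no effect and mitoxantrone controls for full effect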
# PglD DTNB – PglD (C. jejuni) enzyme inhibition | inhibition, % at 12.5 µM | purified PglD enzyme, DTNB colorimetric CoA detection | AID 602405 | 0.098% of 360,000 active; in the data active = inhibition above about 16%, passing the limit was not always enough; also: strong numbers were not always called active
# PGC1a acetyl inh – modulators of PGC1a acetylation; U2OS PGC1a acetylation, AlphaScreen anti-acetyl-lysine; with virally co-expressed GCN5 acetyltransferase; inhibition, % at 15.6 µM; 0.17% of 350,000 active; AID 651687;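 active = every replicate shows inhibition of at least 40%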;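 also: 0% = neutral control wells and 100% = positive control wells; some results beyond the cut were filed as inactive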
# LGR2 inh – Drosophila LGR2 receptor signaling inhibition. HEK293 LGR2, CRE-luciferase, bursicon-stimulated, 4 h. inhibition, % at 9.99 µM. 0.35% of 380,000 active;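 active = drop in luminescence signal, shown as inhibition above about 50% in the replicate tests, limit read from the data, passing the limit was not always enough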;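 also: agonist challenge used bursicon conditioned medium at about half maximal strength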
# ERAP1 HTS inh – blocks human ERAP1 aminopeptidase activity; AID 652197; recombinant ERAP1, Leu-AMC fluorescence, 60 min; 0.15% of 340,000 active; inhibition, % at 10.7 µM;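 active = mean replicate inhibition of at least 30%, or all replicates individually reaching that 30% level; inactive = mean below 30% and not every replicate reaching it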;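 also: 0% = neutral control wells and 100% = L-leucinethiol positive control wells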
# Target sequence (Q9NZ08 whole entry, looked up): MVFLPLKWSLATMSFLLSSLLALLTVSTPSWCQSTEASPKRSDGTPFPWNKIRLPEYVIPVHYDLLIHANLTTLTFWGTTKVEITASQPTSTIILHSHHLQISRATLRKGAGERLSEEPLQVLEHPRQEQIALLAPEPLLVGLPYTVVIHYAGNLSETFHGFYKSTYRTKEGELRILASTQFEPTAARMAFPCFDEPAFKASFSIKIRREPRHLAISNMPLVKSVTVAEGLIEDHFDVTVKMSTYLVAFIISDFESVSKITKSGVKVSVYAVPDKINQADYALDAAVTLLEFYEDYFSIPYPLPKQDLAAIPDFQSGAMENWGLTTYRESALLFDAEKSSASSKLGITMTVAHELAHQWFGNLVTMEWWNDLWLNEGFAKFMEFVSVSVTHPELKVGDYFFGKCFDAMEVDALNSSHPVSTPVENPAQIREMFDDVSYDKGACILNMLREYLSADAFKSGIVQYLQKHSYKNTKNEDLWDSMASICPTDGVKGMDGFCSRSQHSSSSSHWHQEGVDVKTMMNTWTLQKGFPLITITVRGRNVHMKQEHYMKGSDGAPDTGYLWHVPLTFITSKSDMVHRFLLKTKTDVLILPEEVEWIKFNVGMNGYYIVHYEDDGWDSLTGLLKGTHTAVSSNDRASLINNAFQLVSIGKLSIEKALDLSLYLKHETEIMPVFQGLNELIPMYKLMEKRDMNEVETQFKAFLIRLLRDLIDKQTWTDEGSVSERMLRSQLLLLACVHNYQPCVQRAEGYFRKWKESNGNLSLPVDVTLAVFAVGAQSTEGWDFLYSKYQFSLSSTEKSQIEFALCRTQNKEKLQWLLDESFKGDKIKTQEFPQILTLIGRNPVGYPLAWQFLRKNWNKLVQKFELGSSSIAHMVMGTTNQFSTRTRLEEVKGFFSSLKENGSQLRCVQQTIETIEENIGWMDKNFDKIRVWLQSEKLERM
# Numbers without * were called inactive; nt = no result given; & = joins results of further samples.
no.	canonical_smiles	EWS-Fli block	FN deposit inh	S100A4 MyoIIA	PAX8 inh HTS	PglD DTNB	PGC1a acetyl inh	LGR2 inh	ERAP1 HTS inh
1	CCn1ncc(N(C)N)c(Cl)c1=O	11	-6	0	11	-3	-3	-2	-1
2	CN1c2ccc(C#Cc3cccnc3)cc2[C@H]2[C@H](CCN2C(=O)CN2CCOCC2)[C@@H]1CO	-3	-7	nt	-23	0	-6	-13	nt
3	CO[C@H]1CN(C)C(=O)c2cc(NC(=O)C3CCC3)ccc2OC[C@@H](C)N(C(=O)NC(C)C)C[C@@H]1C	-4	-16	0	5	4	-6	20	0
4	O=c1[nH]cn[nH]1	-10	nt	-3	nt	2	-1	-2	-2
5	Cc1ccc(NC(=O)CN(C)C(=O)CNC(=O)c2ccc3c(c2)OCO3)cc1	-10	-5	-1	-28	-4	5	-31	-1
6	Nc1ccccc1Nc1cc(-c2ccccc2)[nH]n1	35	nt	-12	-24	-4	4	-28	-3
7	Cc1ccc(N2CC(C(=O)Nc3ccccc3N3CCCC3)CC2=O)cc1 (centres undefined)	2	-5	5	10	-1	-4	6	-1
8	CC(C)(CO)Nc1nc(Cl)nc(NC2CCCCC2)n1	0	0	0	-35	nt	nt	-14	1
9	C[C@@H]1CCCCO[C@@H](CN(C)C(=O)c2ccccc2)[C@H](C)CN([C@@H](C)CO)C(=O)c2cc(NC(=O)Nc3ccccc3)ccc2O1	14	-13	-8	-23	0	-5	-1	2
10	COCCNC(=O)[C@@H]1CCCN1C(=O)C1CCN(S(=O)(=O)c2ccc(C)cc2)CC1	-2	5	-3	-2	7	-5	-3	-4
11	COC(=O)c1ccc(C2C(C(C)=O)=C(C)Nc3ncnn32)cc1 (centres undefined)	-2	8	-1	8	2	-6	-8	-1
12	O=C(OCCN=C1NS(=O)(=O)c2ccccc21)c1ccccc1	nt	0	nt	9	3	-3	nt	nt
13	CCCc1cnc(NCCNCC(O)COc2ccc(Cl)c(Cl)c2)nc1 (centres undefined)	33	1	-2	-6	1	-1	1	nt
14	CCOCC(=O)OCC(=O)Nc1cc(OC)c([N+](=O)[O-])cc1C	4	-4	-17	17	nt	9	-5	-1
15	Cc1nc2c(=O)n(-c3cccc(C(F)(F)F)c3)nc(C)c2s1	7	7	4	-21	nt	-3	3	1
16	CC(C)NC(=O)N1CC2(C1)[C@H](c1ccccc1)[C@H](CO)N2CCC(F)(F)F	12	nt	6	-12	nt	-3	-2	1
17	Cc1cc(C)cc(NC(=O)C2C3C=CC4(O3)C2C(=O)N(CCN2CCCCC2)C4C(=O)NC2CCCCC2)c1 (centres undefined)	21	2	-4	17	2	nt	0	-8
18	CCO[C@@H]1OC(C(=O)Nc2ccccc2)=C[C@H](c2ccccc2)[C@H]1CCCO	-2&8	3	-5&0	10&-5	-2	-1&-4	nt	1&-1
19	CCCCCOC(=O)C1=C(C)NC(=O)NC1c1ccc([N+](=O)[O-])cc1 (centres undefined)	9	4	0	4	-2	5	16	-3
20	Cc1ccc(S(=O)(=O)N2CCN(C)CC2)c(C)c1	nt	-2	nt	-5	3	-9	nt	nt
21	CC(C)n1nnnc1C1c2ccccc2C(=O)N1CCc1c[nH]c2ccccc12 (centres undefined)	-57	-3	-3	-97	nt	nt	-56	nt
22	COc1cc(/C=C2/C(=O)N(c3ccc(Br)cc3)N=C2C)cc(OC)c1OC	nt	nt	-1	nt	-7	1	3	1
23	CCCNC(=O)c1cc2c(c(-c3cccc(-c4ccccc4F)c3)n1)[C@@H](CCO)N(C(=O)CC1CC1)C2	13	3	-2	15	nt	nt	1	0
24	Cc1nc(C)n(C(C)CNC(=O)c2ccco2)n1 (centres undefined)	3	1	-6	-6	2	12	-6	-2
25	CCC(C)n1ncn(-c2ccc(N3CCN(c4ccc(OC)cc4)CC3)cc2)c1=O (centres undefined)	0	-5	-4	49	-2	1	2	3
26	Cc1noc(C)c1NC(=O)Nc1ccc2c(c1)C(=O)N([C@@H](C)CO)C[C@H](C)[C@H](CN(C)S(=O)(=O)c1ccc(F)cc1)OCCCC[C@H](C)O2	2	nt	-6	-2	1	-1	-5	1
27	C[C@H]1CN([C@@H](C)CO)C(=O)c2cccc(NC(=O)Nc3ccc(F)cc3)c2O[C@@H]1CN(C)Cc1ccc(C(=O)Nc2ccccc2N)cc1	2	-15	-13	21	nt	-15	-25	0
28	C[C@H](CO)N1C[C@H](C)[C@H](CN(C)S(=O)(=O)c2ccccc2)OCCCC[C@H](C)Oc2ccc(NC(=O)Nc3ccc4c(c3)OCO4)cc2C1=O	5	-7	-19	12	-4	-7	-7	0
29	COc1cc(N/N=C(\C)c2ccc(O)c(C)c2)nc(-c2ccccc2)n1	-45	nt	2	3	nt	-17	11	10
30	CC(=O)Nc1ccc(NC(=O)c2ccc(NS(=O)(=O)c3cc(C(C)(C)C)cc(C)c3C)cc2)cc1	9	6	-4	68*	-9	nt	3	1
31	Nc1ncc(-c2ccc([N+](=O)[O-])cc2)cn1	-3	-1	-3	-5	-1	nt	1	3
32	O=C(Nc1nc2c(F)cccc2s1)C1CC1	-51	1	0	-97	-1	-20	-45	5
33	CCCNS(=O)(=O)c1ccc(OCC(=O)NCc2ccc3c(c2)OCO3)cc1	nt	1	nt	24	4	0	nt	nt
34	COC(=O)Cc1c(C)c2ccc(OC3CCCCC3=O)c(C)c2oc1=O (centres undefined)	-20	nt	5	-28	1	8	-20	-1
35	CC(=O)c1sc(N/N=C\c2ccc(N(C)C)cc2)nc1C	-148	0	0	-166	-5	9	-43	2
36	COc1ccc(N2CCN(S(=O)(=O)CC34CCC(CC3=O)C4(C)C)CC2)cc1 (centres undefined)	3	8	-6	36	6	-23	nt	2
37	C/C(=N\NC(=O)C1CC1(c1ccccc1)c1ccccc1)c1cccc([N+](=O)[O-])c1 (centres undefined)	-1	2	-3	-3	2	1	nt	1
38	Cn1cc(Cl)c(C(=O)NNC(=S)NC2CCCCC2)n1	nt	-7	nt	5	-4	11	9	nt
39	Cc1ccccc1C(=O)NC1CCN(CC(=O)Nc2ccc3c(c2)OCO3)CC1	-5	-3	8	-6	nt	20	0	0
40	COc1ccc(S(=O)(=O)Nc2ccc3c(c2)C(=O)N([C@@H](C)CO)C[C@@H](C)[C@H](CN(C)Cc2ccc(C(=O)Nc4ccccc4N)cc2)OCCCC[C@@H](C)O3)cc1	47	nt	-5	-17	-1	-3	15	0

# Of the compounds above, these have an NH in an aromatic ring.
no.	canonical_smiles	EWS-Fli block	FN deposit inh	S100A4 MyoIIA	PAX8 inh HTS	PglD DTNB	PGC1a acetyl inh	LGR2 inh	ERAP1 HTS inh
4	O=c1[nH]cn[nH]1	-10	nt	-3	nt	2	-1	-2	-2
6	Nc1ccccc1Nc1cc(-c2ccccc2)[nH]n1	35	nt	-12	-24	-4	4	-28	-3
21	CC(C)n1nnnc1C1c2ccccc2C(=O)N1CCc1c[nH]c2ccccc12 (centres undefined)	-57	-3	-3	-97	nt	nt	-56	nt

# Remaining list, next part:
no.	canonical_smiles	EWS-Fli block	FN deposit inh	S100A4 MyoIIA	PAX8 inh HTS	PglD DTNB	PGC1a acetyl inh	LGR2 inh	ERAP1 HTS inh
41	C/C(=N\NC(=O)CCC(=O)NCc1ccccc1)c1ccco1	-3	4	0	5	-6	2	5	2
42	Cc1ccc(SCCNC(=O)C(CO)(CO)CO)cc1	5	nt	-4	nt	-2	-3	-2	6
43	Cc1nc2ccc(C(=O)OCc3nnc(-c4ccc(Br)cc4)o3)cc2nc1C	nt	nt	-9	-6	1	nt	4	1
44	CO[C@H]1CN(C)C(=O)c2cc(NC(=O)C3CCCCC3)ccc2OC[C@H](C)NC[C@@H]1C	-1	6	20	6	0	0	0	2
45	Cc1ccccc1S(=O)c1ccccc1C(=O)O (centres undefined)	4	-6	2	2	nt	2	-12	0
46	COc1cc(CN2CC3(CCN(C(C)=O)CC3)c3c([nH]c4cc(OC)ccc34)[C@H]2CO)cc(OC)c1	-1	nt	8	nt	nt	-4	-1	-7
47	CO[C@H](CN(C)CC1CCOCC1)[C@H](C)CN(C(=O)Nc1ccc(F)cc1)[C@H](C)CO	0	-4	-4	nt	1	6	-7	-3
48	Cc1[nH]c(=O)[nH]c(=O)c1S(=O)(=O)Nc1ccc(F)c([N+](=O)[O-])c1	6	-1	-4	-1	-1	3	-23	0
49	C[C@H]1CN([C@@H](C)CO)C(=O)c2cccc(NC(=O)C3CCOCC3)c2O[C@H]1CN(C)C(=O)Nc1ccccc1	0	nt	2	1	0	3	-12	1
50	CCOC(=O)c1ccc(NC(=O)CSCCC(=O)O)cc1	5	-11	7	11	1	12	0	-4
51	CC(C)(C)c1ccc(-n2ncc3c2CCCC3NC(=O)CN2CCOC2=O)cc1 (centres undefined)	20	-3	3	nt	2	11	4	-2
52	Cc1ccsc1/C=N/NC(=O)CNC(=O)c1cccc([N+](=O)[O-])c1C	-12	-3	-4	13	2	nt	22	0
53	CS(=O)(=O)N1[C@@H](C#N)[C@@H](c2ccc(C#Cc3cccc(F)c3)cc2)[C@@H]1CO	-36	17	2	-19	3	-14	-26	-3
54	CN(C)c1cccc(C(=O)NNC(=O)CSc2ccccc2)c1	-18	5	-1	-39	2	5	4	3
55	O=C(Nc1nccs1)C1CCCN(S(=O)(=O)c2cccnc2)C1 (centres undefined)	1	-2	-2	-8	-2	nt	22	0
56	Cc1cc(NC(=O)CCCn2cnc([N+](=O)[O-])n2)no1	1	4	-3	-2	6	2	-20	1
57	O=C(COC(=O)CC1CC2CCC1C2)Nc1ccccc1[N+](=O)[O-] (centres undefined)	-6	-4	-2	8	1	0	-27	-2
58	COc1ccc(-c2ccc([C@@H]3[C@@H](CO)N(C(=O)c4cccnc4)[C@H]3C#N)cc2)cc1	-11	-8	-1	-10	9	-2	-11	2
59	CC(C(=O)OCC(=O)c1ccc(Br)cc1)N1C(=O)C2C3C=CC(C3)C2C1=O (centres undefined)	-7	9	5	-24	4	9	1	1
60	Cc1cccc(OCCOCCN2CCNCC2)c1C	nt	-5	nt	-4	-4	5	11	nt
61	CCN(C[C@H]1N[C@@H](CO)[C@@H]1c1ccccc1)C(=O)c1ccncc1	7	2	9	-19	1	-3	-1	-1
62	O=S(=O)(c1ccc(SCCOc2ccc(Cl)cc2)nc1)N1CCCC1	19	-13	2	19	2	2	17	-2
63	CC(NC(=O)C=Cc1ccco1)C(=O)NC(Cc1ccccc1)C(N)=O (centres undefined)	0	-1	23	10	nt	nt	2	-6
64	Cc1ccc(-c2cc(C(=O)Nc3cc(C(=O)O)ccc3C)c3ccccc3n2)cc1	14	-11	-5	-2	4	3	7	8
65	CCOC(=O)c1cc(-c2csc(-c3ccc(C(C)(C)C)cc3)n2)on1	18	-4	7	-27	nt	nt	-41	-4
66	CNc1snc(C)c1C(=O)OC(C)C(=O)NCc1ccccc1 (centres undefined)	-3	-2	-1	9	-2	nt	-22	-1
67	N=C1CCCN1CC(=O)c1cccs1	-7	7	-23	5	nt	3	19	0
68	CC(C)NC(=S)NN=C1CCCCCCCCCCC1	17	8	23	8	nt	-8	5	-4
69	CCc1cc(SC#N)ccc1N	11	-11	0	1	nt	nt	nt	-8
70	CC(C)=CCc1cc([C@@H]2COc3c(ccc4c3C=CC(C)(C)O4)C2)c(O)cc1O	12	nt	-2	nt	-3	-8	14	nt
71	Cc1cc(/C=N/NC(=O)c2c(Br)cnn2C)c(C)n1-c1cccc(Br)c1	-5	2	0	77*	nt	nt	-1	0
72	NNC(=O)Cc1csc(-c2ccccc2)n1	6	-4	-2	-13	nt	nt	-12	-1
73	CCOC(=O)/C=C1\SCC(=O)N1CC(=O)N1CCOCC1	0	6	1	12	nt	nt	-16	0
74	COC(=O)c1cc(CSc2nc3ccccc3c(=O)n2C)oc1C	-1	2	-1	5	6	5	-2	1

# Source: PubChem BioAssay
